HT1080NT lethal – qHTS for induction of synthetic lethality in tumor cells producing 2HG: qHTS for the HT-1080-NT fibrosarcoma cell line. Potency, µM (highest dose often 46.1 µM), for inactives: at the highest dose activity, negative = less viability, hits mostly cytotoxic. HT-1080-NT fibrosarcoma viability, CellTiter-Glo ATP luminescence, 48 h. 1.6% of 360,000 active;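 note: NT is the 2HG producing partner of a matched IDH1 knockdown line; potency is the fitted concentration of half-maximal effect; 0% = DMSO-treated cells and -100% = media-only wells without cells; nearly all actives have a fitted effect of over 55% in size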
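Compounds were tested in concentration-response format on HT-1080-NT cells for 48 hours at 37 degrees C. Cell viability came from CellTiter-Glo luminescence; curves were classified by r2, response magnitude and activity.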
GLP1R ag – qHTS of GLP-1 Receptor Agonists | 0.007% of 380,000 active | Glucagon-like peptide 1 receptor (Homo sapiens), P43220 | Potency, µM (highest dose often 45.6 µM), for the others: top-dose activation, hits mostly activators | HEK293 GLP-1R CRE-luciferase, luminescence, 4-6 h; cells express a hypersensitive GLP-1R form | AID 624172, 2012; note: potency is the fitted concentration of half-maximal effect; % of control where 0% means no effect
Target sequence (P43220 whole entry, looked up): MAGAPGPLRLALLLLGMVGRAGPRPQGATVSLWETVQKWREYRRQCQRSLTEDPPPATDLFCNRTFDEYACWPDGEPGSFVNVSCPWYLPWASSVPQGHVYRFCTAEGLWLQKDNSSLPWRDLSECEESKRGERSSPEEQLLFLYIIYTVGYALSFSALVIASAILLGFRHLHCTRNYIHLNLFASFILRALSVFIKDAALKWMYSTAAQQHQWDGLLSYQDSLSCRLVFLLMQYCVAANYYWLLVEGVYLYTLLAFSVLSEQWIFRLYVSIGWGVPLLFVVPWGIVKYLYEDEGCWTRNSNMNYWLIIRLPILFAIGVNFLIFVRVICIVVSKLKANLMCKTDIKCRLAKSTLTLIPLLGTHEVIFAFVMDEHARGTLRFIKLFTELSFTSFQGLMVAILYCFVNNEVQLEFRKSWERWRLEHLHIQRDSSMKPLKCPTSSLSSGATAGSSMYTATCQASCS
KB-3-1 tox – qHTS assay for MDR1-selective chemotherapeutics: Primary screen using the parental adenocarcinoma cell KB-3-1; KB-3-1 viability, CellTiter-Glo ATP luminescence, 72 h; Potency, µM (highest dose often 46.1 µM), for the others: at the highest dose activity change, negative = cytotoxic, usual class: cytotoxic; 1.4% of 400,000 active; AID 1347075, 2019; note: potency is the fitted concentration of half-maximal effect; % is set by controls: 0 for no effect and ±100 for the full control effect; nearly all actives have a fitted effect of over 60% in size
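Cells are dispensed, compounds pinned in, plates held at 37 °C for 72 h, then CellTiter-Glo is added and luminescence read after 10 minutes. Cell line: parental KB-3-1 in phenol-red-free DMEM, 10% FBS.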
KB-V1 MDR tox – qHTS assay for MDR1-selective chemotherapeutics: Primary screen using the drug-selected MDR subline cells KB-V1 | KB-V1 MDR cells viability, CellTiter-Glo, 72 h | Potency, µM (doses to about 46.1 µM), for the others: top-dose activity change, negative = cytotoxicity, actives largely listed as cytotoxic | 3.4% of 400,000 active; note: potency is the fitted concentration of half-maximal effect; % is set by controls: 0 for no effect and ±100 for the full control effect; nearly all actives have a fitted effect of over 60% in size
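Cytotoxicity via CellTiter-Glo luminescence after 72 h compound exposure at 37 degrees C. Cells: drug-selected KB-V1 line, DMEM phenol-red free plus 10% FBS. Compounds tested at multiple concentrations; normalized data fitted to concentration-effect curves.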
DRD3 agonist – qHTS of D3 Dopamine Receptor Agonist: qHTS. D3R DiscoveRx beta-arrestin cells, luminescence, 90 min. max activation, %. 0.58% of 410,000 active; in the data active = max activation above about 30%; note: 0% is about no effect; mostly tested at two doses, the higher about 12 µM
Target sequence (P35462 whole entry, looked up): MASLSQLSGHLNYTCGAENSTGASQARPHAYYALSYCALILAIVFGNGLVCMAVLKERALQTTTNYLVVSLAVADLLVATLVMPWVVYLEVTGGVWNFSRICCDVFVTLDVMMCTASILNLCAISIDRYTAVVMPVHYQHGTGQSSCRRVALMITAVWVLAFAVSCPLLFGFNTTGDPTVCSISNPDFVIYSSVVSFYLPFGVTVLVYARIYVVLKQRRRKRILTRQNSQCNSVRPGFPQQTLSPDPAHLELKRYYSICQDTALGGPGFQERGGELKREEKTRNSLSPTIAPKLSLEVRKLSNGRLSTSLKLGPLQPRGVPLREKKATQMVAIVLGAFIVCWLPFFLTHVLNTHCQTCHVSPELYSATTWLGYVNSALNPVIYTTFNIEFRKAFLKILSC
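Cells at 1500/well, incubated overnight, then treated with pinned compounds (dopamine as control) for 90 min at 37 degrees C. DiscoveRx reagent added for 30 - 60 minutes at room temperature; luminescence read.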
SW480 rereplic – A quantitative high throughput screen for small molecules that induce DNA re-replication in SW480 colon adenocarcinoma cells; SW480 DNA re-replication, Hoechst DNA content imaging, 48 h; Potency, µM (highest dose often 46.1 µM), for the others: at the highest dose re-replication activation, most hits filed as activators; 1.8% of 340,000 active; note: potency is the fitted concentration of half-maximal effect; % of control where 0% means no effect; nearly all actives have a fitted effect of over 55% in size
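DNA re-replication was detected as more nuclei of elevated Hoechst intensity after 48 hr exposure to compound (23 nL pinned per well of 250 cells).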
IL-1B inflam inh – qHTS for Inhibitors of Inflammasome Signaling: IL-1-beta AlphaLISA Primary Screen | 4.7% of 360,000 active | activity change, % at 57.5 µM | THP-1 LPS/ATP IL-1B secretion, AlphaLISA, 16 h; stronger effect = lower value; in the data active = activity change below about -50%; inconclusive = mostly about -30% to -49%; note: % is set by controls: 0 for no effect and ±100 for the full control effect
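Secreted IL-1B measured by AlphaLISA bead assay after 16 h compound exposure of THP-1 cells; compounds (final up to 57.5 uM) added 1 h before LPS (250 ng/mL) and ATP (1.25 mM) stimulation; lower signal means less secretion.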
DRD3 antagonist – qHTS of D3 Dopamine Receptor Antagonist: qHTS. D3R cells, DiscoveRx beta-arrestin luminescence, antagonist mode; stronger effect = lower value. max response, negative = inhibition, %. 2.5% of 360,000 active; in the data active = max response below about -50%; inconclusive = no clear call, values can overlap the other calls; note: % is set by controls: 0 for no effect and ±100 for the full control effect; mostly tested at two doses, the higher about 12 µM
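Cells expressing the human receptor were seeded at 1500 cells/well, incubated overnight at 37 degrees C in 5% CO2, then exposed to library compounds with dopamine controls for 90 minutes at 37 degrees C before luminescent detection.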
HT1080 IDH1KD tx – qHTS for induction of synthetic lethality in tumor cells producing 2HG: qHTS for the HT-1080-IDH1KD cell line; 2% of 360,000 active; HT-1080 IDH1 knockdown viability, ATP luminescence, 48 h; Potency, µM (series often up to 46.1 µM), for inactives: at the highest dose activity, negative = toxicity, most hits filed as cytotoxic;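 note: potency is the fitted concentration of half-maximal effect; 0% = DMSO wells and -100% = cell-free medium wells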
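Luminescent ATP read-out (CellTiter-Glo, 10 min at room temperature) after 48 h compound exposure at 37 °C gave viability of IDH1-knockdown HT-1080 cells. Activity was normalised to DMSO and cell-free wells, then fitted as concentration-response curves.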
* marks the source's active call; other numbers are inactive results; ? = inconclusive; / = no result given; [ ] = remark or other dose. Unless noted, calls come from the whole dose curve; as a rule, active = well fitted curve in the direction sought with a large enough effect; inconclusive = small, poorly fitted or top-dose-only effect, or another doubt; inactive = no such curve, though single readings can be large; an effect the other way counts as inactive or inconclusive. An unsorted share of the library. Share with any hit: about 12%.

| No. | smiles | HT1080NT lethal | GLP1R ag | KB-3-1 tox | KB-V1 MDR tox | DRD3 agonist | SW480 rereplic | IL-1B inflam inh | DRD3 antagonist | HT1080 IDH1KD tx |
| --- | --- | --- | --- | --- | --- | --- | --- | --- | --- | --- |
| 1 | Cc1c(Cl)cccc1NC(=O)CSc1nnc(C)n1-c1ccccc1 | 6% | 13% | 17% | -9% | -1 | ? | -1 | 22 | -7% |
| 2 | O=C(O/N=C\c1ccc(N2CCOCC2)c([N+](=O)[O-])c1)c1ccc(F)cc1 | 12% | -15% | -24% | ? | 3 | -141%[inhibitor] | 1 | 4 | 18% |
| 3 | Cc1cc(C)n2c(SCC(=O)NC3CCCC(C)C3C)nnc2n1 (stereo not drawn) | 8% | 11% | 13% | -5% | 13 | -4% | -10 | 0 | -2% |
| 4 | O=C(C1COc2ccccc2O1)N1CCN(c2ccc(F)cc2)CC1 (stereo not drawn) | 0% | 15% | -5% | 1% | 9 | -4% | -20 | -22 | -7% |
| 5 | CCCCCC(=O)Nc1cc(S(=O)(=O)O)cc2cc(S(=O)(=O)O)cc(O)c12 | 10% | -4% | -4% | ? | 1 | -10% | 0 | -2 | -2% |
| 6 | Nc1nc(-c2ccc(-n3nncc3-c3ccco3)cc2)cs1 | -24% | 11% | 2% | -14% | 2 | 21% | -13 | 0 | -12% |
| 7 | Cn1c(=O)c2c(nc(CN3CCN(c4ccccc4)CC3)n2CCCc2ccccc2)n(C)c1=O | 2% | 10% | 1% | -30% | 18 | -8% | 10 | 0 | -1% |
| 8 | CCOc1ccccc1NC(=O)C(=O)NCCC1=CCCCC1 | 5% | 10% | -8% | ? | 5 | 2% | 36 | 14 | 3% |
| 9 | O=C(Nc1cc(Cl)ccc1-n1cncn1)c1ccc(Br)o1 | 2% | -19% | 18% | -15% | 1 | -5% | 11 | 19 | 8% |
| 10 | CCOc1ccc(C2c3c(oc4ccccc4c3=O)C(=O)N2CCCN2CCOCC2)cc1 (stereo not drawn) | 23% | 0% | -3% | -2% | 3 | -1% | -4 | 10 | 18% |
| 11 | Cc1cc(C)n2cc(CSc3nc4ccccc4s3)nc2n1 | 4% | 22% | -3% | ? | 2 | -8% | 35 | -8 | 2% |
| 12 | COc1ccccc1CNC(=O)COC(=O)c1nccnc1N | 2% | -1% | 1% | 18% | 1 | -2% | 15 | 1 | -3% |
| 13 | CC(C)(C)c1nc2ccc(NS(=O)(=O)c3ccc(F)c(F)c3F)cc2[nH]1 | 10% | 0% | -1% | 3% | -13 | -4% | -21 | -12 | -1% |
| 14 | O=S(=O)(c1ccc2c(c1)OCO2)N1CCN(c2nnnn2-c2ccccc2)CC1 | 2% | 7% | 3% | ? | 1 | -2% | -12 | 22 | 7% |
| 15 | O=c1[nH][nH]c2c1C(c1ccc(Cl)c(Cl)c1)OC(CCc1ccccc1)C2 (stereo not drawn) | -13% | -2% | -7% | -12% | 3 | / | -6 | 17 | -7% |
| 16 | CC(Oc1cccc(Br)c1)C(=O)Nc1cccc(S(=O)(=O)N2CCOCC2)c1 (stereo not drawn) | -9% | 1% | / | / | 4 | 16% | ? | -5 | -2% |
| 17 | COc1ccc(N(CC(=O)NC2CCCC2)C(=O)Cn2nnc(-c3ccc(C)cc3)n2)cc1 | -2% | 0% | -12% | 16µM* | -3 | -4% | -17 | 22 | -19% |
| 18 | CN1/C(=C\C(=O)c2cccs2)C(C)(C)c2ccccc21 | 4% | 0% | -6% | ? | -9 | ? | 0 | 14 | 5% |
| 19 | CCOC(=O)N1CCc2c(sc3nc(SC(C)C)n(N)c(=O)c23)C1 | -9% | 16% | ? | -17% | 31* | 1% | -23 | 0 | -17% |
| 20 | CCc1cccc(C)c1NC(=O)C1CCCN1C(=O)NCc1ccccc1 (stereo not drawn) | 1% | 5% | 4% | -21% | -29 | -9% | -9 | 0 | -1% |
| 21 | Cc1ccc(Nc2nc(N)c([N+](=O)[O-])c(NCc3ccco3)n2)cc1C | -25% | 6% | 23µM* | 12µM* | 1 | 18% | -71* | -1 | ? |
| 22 | CC1=NN(C(=O)c2c(Br)c(C)nn2C)C(O)(C(F)(F)F)C1 (stereo not drawn) | -4% | 0% | -24% | -5% | 3 | -1% | 90 | -6 | -2% |
| 23 | CCOc1ccc2nc(N3CCC(C(=O)N4CCN(C(=O)c5ccco5)CC4)CC3)sc2c1 | 8% | 11% | -22% | -6% | 2 | 1% | 1 | 20 | 7% |
| 24 | Fc1cccc(CSc2ncnc3c2ncn3C2CCCCO2)c1 (stereo not drawn) | -23% | 18% | -13% | -6% | -9 | ? | -11 | 6 | -6% |
| 25 | CCOc1ccc(-c2[nH]ncc2Oc2cccc(OC)c2)c(O)c1 | ? | 9% | -13% | 0% | -1 | 24% | -5 | -2 | ? |
| 26 | COc1ccc2o/c(=N\O)c(C(=O)Nc3ccccc3OC)cc2c1 | -1% | 5% | 7% | 17% | -7 | -1%[9.22 µM] | -14 | -3 | -1% |
| 27 | COc1cc2c(cc1OC)C(c1ccsc1)CC(=O)N2 (stereo not drawn) | 2% | 14% | 7% | ? | 0 | -4% | -1 | -15 | 5%[9.24 µM] |
| 28 | O=C(c1cc(-c2ccc(O)cc2)on1)N1CCOCC1 | 6% | 3% | -4% | ? | 4 | -15% | -8 | -13 | 0% |
| 29 | CCOC(=O)c1c(NC(=O)Nc2ccc(Cl)cc2)sc(C)c1C | 8% | -9% | 1% | 5% | 5 | 11% | -6 | -24 | 6% |
| 30 | [O-]/C(=C(\C(=S)Nc1cccc2ccccc12)[n+]1ccccc1)c1cccs1 | 5% | 0% | -3% | -15% | -1 | -12% | 21 | -17 | 11% |
| 31 | O=C(Nc1ccc(F)cc1F)c1cccc(C(=O)Nc2ccc(F)cc2F)n1 | 13% | -14% | / | / | -4 | 16µM* | 14 | 20 | 15% |
| 32 | COC(CNC(=O)c1cc(S(=O)(=O)N2CCc3ccccc32)ccc1F)OC | 22% | 12% | 9% | -6% | -2 | 0% | 1 | 14 | 15% |
| 33 | CCCc1cc(C(=O)NC(C)C2CCCO2)cs1 (stereo not drawn) | ? | 9% | 2% | 0% | 2 | -3% | 2 | 4 | 9% |
| 34 | O=C(c1ccccc1)N1CCSC1=S | -8% | -9% | 9% | 1% | 3 | -1% | -8 | 20 | -4% |
| 35 | Cc1cc2nc(C3CCCCC3)c(Cc3cccc(F)c3)n2c(C)c1Br | -27% | -5% | ? | ? | -5 | / | 12 | -21 | -28% |
| 36 | Cc1ccc2c(c1)c1c(n2CC(O)Cn2nc(C)c(Br)c2C)CCCC1 (stereo not drawn) | ? | -17% | ? | 21µM* | 2 | 9% | -21 | -11 | ? |
| 37 | COc1ccc(N2CCN(C(=S)Nc3ccccc3OC)CC2)cc1 | 9% | 0% | 27% | -8% | 1 | 1% | -16 | 15 | 4% |
| 38 | CC(Oc1ccc(Br)cc1)C(=O)NCc1ccccn1 (stereo not drawn) | -3% | 8% | -3% | ? | -4 | 4% | -29 | 8 | 10% |
| 39 | O=C(Nc1ccc(O)c(-c2nc3ccccc3s2)c1)C1=COCCO1 | 5% | 7% | 0% | ? | 8 | -3% | 16 | 0 | 3% |
| 40 | COc1ccc(CN(C)C(=O)c2ccc3c(=O)n4c(nc3c2)CCC4)cc1 | 20% | 8% | -1% | -8% | 6 | ? | 22 | -3 | 8% |
| 41 | Cc1ccc(CN(CC(=O)NCc2ccc3c(c2)OCO3)C(=O)c2csnn2)cc1 | -9% | 16% | 17% | -28% | -8 | 13% | -8 | -9 | 0% |

Entries listed so far with fluorine:
| No. | smiles | HT1080NT lethal | GLP1R ag | KB-3-1 tox | KB-V1 MDR tox | DRD3 agonist | SW480 rereplic | IL-1B inflam inh | DRD3 antagonist | HT1080 IDH1KD tx |
| --- | --- | --- | --- | --- | --- | --- | --- | --- | --- | --- |
| 2 | O=C(O/N=C\c1ccc(N2CCOCC2)c([N+](=O)[O-])c1)c1ccc(F)cc1 | 12% | -15% | -24% | ? | 3 | -141%[inhibitor] | 1 | 4 | 18% |
| 4 | O=C(C1COc2ccccc2O1)N1CCN(c2ccc(F)cc2)CC1 (stereo not drawn) | 0% | 15% | -5% | 1% | 9 | -4% | -20 | -22 | -7% |
| 13 | CC(C)(C)c1nc2ccc(NS(=O)(=O)c3ccc(F)c(F)c3F)cc2[nH]1 | 10% | 0% | -1% | 3% | -13 | -4% | -21 | -12 | -1% |
| 22 | CC1=NN(C(=O)c2c(Br)c(C)nn2C)C(O)(C(F)(F)F)C1 (stereo not drawn) | -4% | 0% | -24% | -5% | 3 | -1% | 90 | -6 | -2% |
| 24 | Fc1cccc(CSc2ncnc3c2ncn3C2CCCCO2)c1 (stereo not drawn) | -23% | 18% | -13% | -6% | -9 | ? | -11 | 6 | -6% |
| 31 | O=C(Nc1ccc(F)cc1F)c1cccc(C(=O)Nc2ccc(F)cc2F)n1 | 13% | -14% | / | / | -4 | 16µM* | 14 | 20 | 15% |
| 32 | COC(CNC(=O)c1cc(S(=O)(=O)N2CCc3ccccc32)ccc1F)OC | 22% | 12% | 9% | -6% | -2 | 0% | 1 | 14 | 15% |
| 35 | Cc1cc2nc(C3CCCCC3)c(Cc3cccc(F)c3)n2c(C)c1Br | -27% | -5% | ? | ? | -5 | / | 12 | -21 | -28% |

Screens as filed in PubChem BioAssay.
